NR0B1 inh: NR0B1 (DAX1) inhibition. P51843. HEK293 Gal4-DAX1 luciferase reporter, luminescence. inhibition, % at 6.75 µM. actives 0.99% (n = 340,000);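 active = inhibition above the mean over all tested compounds plus 3 SD, cut at about 4.2% in these data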;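 also: 0% = DAX1-transfected cells with DMSO and 100% = empty-vector control cells with DMSO; inhibition shows as a rise in luminescence from relieved DAX1 repression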
Target sequence (P51843 207-470 limits assumed): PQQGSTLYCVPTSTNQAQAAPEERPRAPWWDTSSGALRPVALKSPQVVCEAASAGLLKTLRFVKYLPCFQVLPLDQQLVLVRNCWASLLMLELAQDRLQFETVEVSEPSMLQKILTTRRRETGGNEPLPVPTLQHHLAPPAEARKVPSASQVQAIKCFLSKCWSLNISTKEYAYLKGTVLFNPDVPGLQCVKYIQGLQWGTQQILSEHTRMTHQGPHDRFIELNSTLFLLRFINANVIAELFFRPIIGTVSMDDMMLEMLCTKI
GAA850 FXN act: activators of GAA850 frataxin (FXN) promoter. HEK293 lucGAA850 FXN promoter luciferase reporter, 24 h; percent of 10 µM SAHA response. activation, % at 6 µM. actives 0.56% (n = 360,000). AID 540364;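 active = activation above the average of all compounds screened plus 3 SD, cutoff fixed separately per campaign, cut at about 7.5% in these data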;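 also: 0% = DMSO wells and 100% = 10 µM SAHA wells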
* hit, by the source's call.

SMILES	NR0B1 inh	GAA850 FXN act
CC[C@]1(C(=O)OC)[C@H]2C(=O)N(Cc3ccccc3)C(=O)[C@H]2[C@H]2CN=C(SCc3ccc(Cl)cc3)N21	1.3	18*
Cc1ccc(Oc2cc(C#N)c(C#N)cc2-n2nnc3ccccc32)cc1C	-0.9	2.3
C=CC(=O)Nc1ccc(Nc2ccnc(Nc3ccc(N4CCN(C)CC4)cc3)n2)cc1	-1.3	-4.8
C[C@@]12C(=O)Nc3cc(Cl)ccc3C(=O)N1[C@H]1c3ccccc3OC[C@@H]1[C@@H]2c1ccccc1	3.2	-12
COCCCNC(=O)Cn1cnc2sc(C)c(S(=O)(=O)N3CC(C)CC(C)C3)c2c1=O (stereo not drawn)	-0.6	-0.3
Cc1ccc(-c2csc(NC(=O)CN3CCOCC3)n2)cc1C	0.3	1.5
COc1ccc(CN2CC(C(=O)NCCCN3CCN(Cc4ccccc4)CC3)CC2=O)cc1 (stereo not drawn)	-0.7	0.5
COc1ccc(C(C(=O)NC2CCCCC2)N(C(=O)CCl)c2ccc(OC)cc2)cc1 (stereo not drawn)	-1.1	-16
O=C(O)c1c[nH]c2cc(C(F)(F)F)ccc2c1=O	-0.8	1.4
C=C1C(=O)O[C@@]23[C@H]1CC[C@@H](C)[C@@H]2CC[C@@]1(C)O[C@@H]31	-4.1	-5.1
O=S(=O)(Nc1nc(-c2sccc2Cl)cs1)c1cc(Cl)ccc1Cl	-0.2	1.3
CCCCC1CCC(C(=O)Nc2ccc(S(=O)(=O)Nc3nccs3)cc2)CC1 (stereo not drawn)	-1.9	-0.7
O=C1/C(=C/c2ccc3c(c2)OCO3)Oc2cc(OCC(=O)N3CCC[C@H]3C(=O)O)ccc21	1.1	0.7
NC(=O)c1ccc[n+]([C@H]2O[C@@H](COP(=O)([O-])OP(=O)(O)OC[C@H]3O[C@@H](n4cnc5c(N)ncnc54)[C@H](O)[C@@H]3O)[C@H](O)[C@@H]2O)c1	-0.3	-0.9
CC1CCC(NC(=O)C2CCN(c3c4c(nc5ncnn35)CCC4)CC2)CC1 (stereo not drawn)	0.3	1.5
CCCN(CC(=O)Nc1ccccc1C)C(=O)c1ccc(-c2ccc(C(C)=O)cc2)o1	-0.8	-1.3
Cc1c(C(=O)N2CCOCC2)sc2ncn(CC(=O)N3CCC(C)CC3)c(=O)c12	-1.2	2.4
Cc1ccc2c(c1C)NC(C(=O)O)C1CC=CC21 (stereo not drawn)	-0.1	0.4
CCOc1ccccc1N1CCN(C(=O)C(F)(F)F)CC1	-0.1	0.5
COC(=O)N1C(=O)[C@@](c2ccccc2)(C(C)C)N1C(=O)OC	0.2	-1.4
Cc1cc(-c2ccccc2)nc2cc(C(=O)NCCCn3ccnc3)nn12	-0.6	1.4
Nc1ccc(S(=O)(=O)NC(=O)c2ccccc2)cc1	1.2	0.0
CCC(CO)Oc1cc(NCc2cccc(Cl)c2)c2ncn(C(C)C)c2c1 (stereo not drawn)	0.2	-1.4
COC(=O)CCC(=O)OC1(C)C(=O)C=C2C=C(C3CC3)N(CCCOC(C)C)C=C2C1=O (stereo not drawn)	0.5	1.2
Cc1sc2nc(-c3ccc(Br)cc3)oc(=O)c2c1C	-1.3	1.9

7 entries already listed, arranged by heavy-atom count, ascending.
SMILES	NR0B1 inh	GAA850 FXN act
C=C1C(=O)O[C@@]23[C@H]1CC[C@@H](C)[C@@H]2CC[C@@]1(C)O[C@@H]31	-4.1	-5.1
Cc1sc2nc(-c3ccc(Br)cc3)oc(=O)c2c1C	-1.3	1.9
CCOc1ccccc1N1CCN(C(=O)C(F)(F)F)CC1	-0.1	0.5
COC(=O)N1C(=O)[C@@](c2ccccc2)(C(C)C)N1C(=O)OC	0.2	-1.4
Cc1ccc(-c2csc(NC(=O)CN3CCOCC3)n2)cc1C	0.3	1.5
Cc1ccc(Oc2cc(C#N)c(C#N)cc2-n2nnc3ccccc32)cc1C	-0.9	2.3
Cc1c(C(=O)N2CCOCC2)sc2ncn(CC(=O)N3CCC(C)CC3)c(=O)c12	-1.2	2.4

New compounds follow
SMILES	NR0B1 inh	GAA850 FXN act
O=C(NCCCc1ccccc1)c1ccc(F)cc1	3.9	2.1
Cc1ccc(C(=O)NC(=S)Nc2ccccc2N2CCOCC2)cc1C	0.3	1.4
CC(C)CN(C)C(=O)CC1C(=O)NCCN1C (stereo not drawn)	-0.2	1.2
O=C(COc1ccccc1)N1CCN(C(=O)COc2ccccc2)CC1	-0.2	1.0
CN(C)c1cc(NC(=O)CN2CCOCC2)c2ccccc2n1	2.6	-0.2
CCOc1ccc(NC(=S)/C(=C(\[O-])c2ccc(C)c([N+](=O)[O-])c2)[n+]2ccccc2)cc1	0.0	2.1
CCC(=O)Nc1ccc(-c2ccc(N3CCC(C)CC3)nn2)cc1	1.4	4.2
Cc1c(C)c(C)c2[nH]c(-c3ccc4c(c3)OCO4)nc2c1C	-1.1	3.3
Cc1ccc(C(C)C)c(OCC(=O)Nc2sc3c(c2C#N)CC(C)(C)NC3(C)C)c1	1.8	-3.3
Cc1nnc(NC(=O)c2ccc(S(=O)(=O)N(C)Cc3ccccc3)cc2)o1	0.3	0.3
CCC(C)(C)n1nnnc1CN(Cc1ccco1)Cc1cc2cc3c(cc2[nH]c1=O)OCO3	-0.4	-0.3
Cc1ccc(-c2[nH]nc3c2C(c2ccoc2)C(C#N)=C(N)O3)cc1C (stereo not drawn)	0.1	-3.4
CCCCC(=O)N=c1sc2cc(S(C)(=O)=O)ccc2n1C	0.7	0.5
CCc1c(C)[nH]n(-c2ccc(Oc3ccccc3)c(S(=O)(=O)O)c2)c1=O	0.0	-0.6
O=C1/C(=C/c2cccnc2)Oc2cc(OS(=O)(=O)c3ccccc3)ccc21	1.3	-1.9
O=c1nc(/C=C/c2ccc(O)c(O)c2)oc2ccccc12	4.8*	3.9
CC(=O)c1ccc(NC(=O)c2ccc3nc(-c4ccco4)c(-c4ccco4)nc3c2)cc1	-1.7	-0.8
Cc1c(NS(=O)(=O)c2cc(Br)cc3c2N(C(=O)C2CC2)CC3)c(=O)n(-c2ccccc2)n1C	0.0	0.9
CCN(CC)C(=O)CCn1nc(-c2ccc(C)cc2)c2ccccc2c1=O	-1.2	0.5
O=C(O)C1C2C=CC(O2)C1C(=O)NCCC1=CCCCC1 (stereo not drawn)	0.5	2.4
CCOC(=O)/C=c1\s/c(=C\c2ccc(C#N)cc2)c(=O)n1CC(=O)Nc1cccc(C)c1C	-1.6	-0.4
CN1C[C@@H]2[C@@H]3C(=O)N(C)C(=O)[C@@H]3[C@](C)(C1=O)N2C(=O)c1ccccc1	1.3	1.2
CCOC(=O)c1sc(NC(=O)CSc2nnc(Cc3ccccc3)o2)c(C#N)c1C	-0.1	-0.5
Cc1ccc(S(=O)(=O)c2cc3c(=O)n4cccc(C)c4nc3n(Cc3ccncc3)c2=N)cc1	0.2	-0.5
Cc1occc1C(=O)NCc1cccc(CNC(=O)c2ccoc2C)c1	0.5	0.7

Another view of some results above:
| Compound | NR0B1 inh | GAA850 FXN act |
| --- | --- | --- |
| CCC(=O)Nc1ccc(-c2ccc(N3CCC(C)CC3)nn2)cc1 | 1.4 | 4.2 |
| Cc1c(C)c(C)c2[nH]c(-c3ccc4c(c3)OCO4)nc2c1C | -1.1 | 3.3 |
| Cc1ccc(C(C)C)c(OCC(=O)Nc2sc3c(c2C#N)CC(C)(C)NC3(C)C)c1 | 1.8 | -3.3 |
| Cc1nnc(NC(=O)c2ccc(S(=O)(=O)N(C)Cc3ccccc3)cc2)o1 | 0.3 | 0.3 |

Following part:
SMILES	NR0B1 inh	GAA850 FXN act
Cc1c(Br)c(O)c(Br)c(O)c1/C=N/n1c(-c2ccccc2)n[nH]c1=S	3.3	1.2
CCCCCCCNC(=O)C1(CC2CC(c3cccc(Br)c3)=NO2)CCN(C(=O)Cc2ccc(F)cc2)CC1 (stereo not drawn)	0.1	-0.2
Cc1ccc(/C=N/Nc2ccc3c(C(F)(F)F)cc(C(F)(F)F)nc3n2)cc1	0.3	0.0
CC1=C(C)/C(=N/OC(=O)c2cccc([N+](=O)[O-])c2)C=CC1=O	-1.6	3.3
O=C1C(Nc2ccccc2)=C/C(=N/S(=O)(=O)c2cccs2)c2ccccc21	-6.0	-18
COc1ccc2cc1Oc1ccc(cc1)C[C@H]1c3c(cc(OC)c4c3Oc3c(ccc5c3[C@H](C2)N(C)CC5)O4)CCN1C	-0.3	2.8
CC(C)C(NS(=O)(=O)c1ccc2c(c1)oc(=O)n2C)C(=O)N1CCN(C2CCCCC2)CC1 (stereo not drawn)	1.1	2.4
COc1ccc2c(c1)CCc1cc(C(=O)N3CCN(c4ccc(N5CCOCC5)nn4)CC3)sc1-2	-2.5	0.0
CCc1nc(Nc2cccc(O)c2)c2oc3ccccc3c2n1	-4.1	-3.7
Cc1ccc2[nH]c3c(c2c1)CCCC3NC(=O)CCl (stereo not drawn)	-6.5	-13
Cc1cc(NS(=O)(=O)c2ccc(NC(NC(=O)C(C(F)(F)F)C(F)(F)F)(C(F)(F)F)C(F)(F)F)cc2)no1	1.2	-0.3
N#CC1=C2SCN(Cc3ccccc3)CN2C(=O)CC1c1ccccc1F (stereo not drawn)	0.8	2.1
O=C1c2ccc(-c3ccc(F)cc3OCc3ccccc3)cc2S(=O)(=O)c2cccc(C(=O)N3CCCC3)c21	-1.1	4.9
CN1C(=O)/C(=C/c2ccco2)SC1=Nc1cccc(C(=O)O)c1	-0.2	2.9
COc1cc(/C=C2\SC(c3ccc(C)cc3)=NC2=O)cc(OC)c1OC	1.1	-0.1
Cc1ccccc1-c1ccc(Nc2ccc(N3CCOCC3)cc2)nn1	2.1	0.5
O=C(O)CC(c1ccc(F)cc1F)N1Cc2ccccc2C1=O (stereo not drawn)	-0.4	-0.4
O=C(NC(CO)Cc1ccc([N+](=O)[O-])cc1)C(Cl)Cl (stereo not drawn)	-0.9	-0.9
Cc1cc(OCC(=O)NC2CCN(Cc3ccccc3)CC2)c2c(C)c(C)c(=O)oc2c1	0.6	2.1
Cc1ccc(C(=O)NNC(=O)CSc2nnc3c(n2)[nH]c2ccc(C)cc23)cc1	0.2	0.7
COc1cccc(-c2sc3ccccc3c2-c2ccc(OCCN3CCCCC3)cc2)c1	1.7	-0.9
C#CCOCCOCCOCCNc1nc(N2CCN(C(=O)[C@H]([C@@H](C)CC)n3cc([C@@H](N)CO)nn3)CC2)nc(N2CCN(C(=O)[C@H](Cc3ccc(O)cc3)n3cc([C@@H](N)C(C)CC)nn3)CC2)n1 (stereo partly drawn)	1.8	-2.0
C/C(=N\NC(=O)c1nnn(-c2nonc2N)c1CN(C)c1ccccc1)c1ccccn1	1.8	-3.5
COc1ccccc1NS(=O)(=O)c1cc(NC(=O)c2ccc(Cl)nc2)ccc1N1CCCC1	-1.9	-7.3
CC(=O)c1c(N)[nH]c(-c2ccccc2)nc1=S	-0.6	2.2

(continued)
SMILES	NR0B1 inh	GAA850 FXN act
Cc1ccc(NC(=O)CSCc2cc(=O)n3ccsc3n2)cc1	1.1	2.9
O=S(=O)(/C(=C\c1ccc(C(F)(F)F)cc1)c1nc2ccccc2[nH]1)c1ccccc1	-6.4	-1.9
COc1ccccc1NC1=C(N2CCCCC2)C(=O)c2ccccc2C1=O	-4.0	-5.5
C#CCOCCOCCOCCNc1nc(N2CCN(C(=O)CCCCCCCCCCNC(=O)Cn3cc(CCCCCN)nn3)CC2)nc(N2CCN(C(=O)CCCCCCCCCCNC(=O)[C@@H](CCC(=O)O)n3cc(CCCCCN)nn3)CC2)n1	-0.4	-0.3
CCS(=O)(=O)C1=NN2C(=N)/C(=C\c3ccc(OS(=O)(=O)c4ccccc4)cc3)C(=O)N=C2S1	0.3	1.4
CCCCC(CC)C(=O)NCCCN1CCN(CCCNC(=O)C(CC)CCCC)CC1 (stereo not drawn)	-0.7	-0.2
COc1ccc(-c2cc(C(F)(F)F)nc(NCc3ccco3)n2)cc1OC	1.7	4.5
COc1ccc(-n2c(=O)c3c4c(sc3n(CC(=O)NCc3ccco3)c2=O)CCC4)c(OC)c1	1.5	-2.8
Cc1c(O)c(=O)ccn1C	0.9	-0.4
CNc1ccccc1C(=O)OCC(C)=O	1.0	0.8
O=C(O)C1CCCCN1S(=O)(=O)c1cccc2nsnc12 (stereo not drawn)	0.0	-1.5
CCCc1[nH]nc2c1C(c1ccc(OC)c(Cn3nnc4ccccc43)c1)C(C#N)=C(N)O2 (stereo not drawn)	-1.0	-0.6
Brc1ccc(-c2nnc3ccc(N4CCN(c5ccccc5)CC4)nn23)cc1	0.0	-0.1
COc1ccc(NC(=O)CCC(=O)c2cccs2)c(OC)c1	3.4	1.5
O=C(C1=C[C@@H](c2ccc(Br)cc2)C[C@@H](OCc2ccc(CO)cc2)O1)N1CCN(Cc2ccccc2)CC1	-0.1	-0.8
COc1ccc(C(=O)C(C)OC(=O)c2cccc(S(=O)(=O)Nc3cc(Cl)c(OC)cc3OC)c2)cc1 (stereo not drawn)	-3.1	0.0
CS(=O)(=O)c1ccc(C(=O)NC2CCCc3ccccc32)cc1 (stereo not drawn)	-0.1	-0.8
O=C1/C(=C\c2ccccn2)SC(=S)N1Nc1ncc(C(F)(F)F)cc1Cl	0.6	1.6
O=C(C1CCN(S(=O)(=O)c2cccc3nsnc23)CC1)N1CCn2c1nc1ccccc12	-1.1	0.2
NC(=O)c1cc(N2C(=O)C=CC2=O)ccc1Cl	-0.4	0.0
CCOc1ccc(NC(=O)C(c2ccccn2)N(C(=O)CCl)c2ccc(F)cc2)cc1 (stereo not drawn)	1.7	2.4
c1ccc(C(c2ccccc2)N2CCN(C(c3ccccn3)c3nnnn3C3CCCC3)CC2)cc1 (stereo not drawn)	-0.8	-0.9
CC(C)(C)c1cc(C2=CSC3=NCCN23)cc(C(C)(C)C)c1O	1.4	2.8
O=S(=O)(O)c1cc(O)c2c(O)c(N=Nc3cc(Cl)ccc3O)c(S(=O)(=O)O)cc2c1	-1.9	-1.5
O=C(NC(=S)N1CCN(c2ccc(Cl)cc2[N+](=O)[O-])CC1)c1cccs1	-1.5	3.0
CN1CCc2c(sc(NC(=O)c3ccc4ccccc4c3)c2C(N)=O)C1	1.7	2.7

Source: PubChem

Only part of the results is shown; rates above refer to the full screens.
